MCF10A rerep: inducers of DNA re-replication in MCF 10A breast cells; MCF 10A DNA re-replication, Hoechst nuclear intensity, 48 h; 2.9% of 350,000 active; Potency, µM (highest dose often 46.1 µM), inactives show top-dose activity, positive = re-replication, actives largely listed as activators; note: potency is the fitted concentration of half-maximal effect; % of control where 0% means no effect; nearly all actives have a fitted effect of over 50% in size
IL1B secr inh: inhibitors of inflammasome signaling (IL-1 beta secretion); THP-1 LPS/ATP IL-1B secretion, AlphaLISA, 16 h; active compounds read low; activity change, % at 57.5 µM; 4.7% of 360,000 active; AID 743279; in the data active = activity change below about -50%; inconclusive = mostly about -30% to -49%; note: % is set by controls: 0 for no effect and ±100 for the full control effect
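THP-1 cells pretreated 1 hr with compounds (up to 57.5 uM final), then stimulated with LPS (250 ng/mL final) plus ATP (1.25 mM final); secreted IL-1B measured by AlphaLISA after 16 hr, decreased signal indicating inhibition.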
HT1080-NT tox: kills 2HG-producing HT-1080-NT fibrosarcoma cells. HT-1080-NT fibrosarcoma viability, CellTiter-Glo ATP luminescence, 48 h. Potency, µM (highest dose often 46.1 µM), for inactives: at the highest dose activity, negative = less viability, usual class: cytotoxic. 1.6% of 360,000 active;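 note: NT is the 2HG producing partner of a matched IDH1 knockdown line; potency is the fitted concentration of half-maximal effect; 0% = DMSO-treated cells and -100% = media-only wells without cells; nearly all actives have a fitted effect of over 55% in size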
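Fibrosarcoma NT cells, 750 per well in 5% FBS RPMI, were exposed to compound for 48 hours. Viability: CellTiter-Glo luminescence.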
S2 tox: reduces viability in counter-screen for ATXN expression inhibitors. S2 cells (HEK-293 line with an ATXN2-luciferase reporter) viability, CellTiter-Fluor protease fluorescence, 24 h. Potency, µM (titrated, usually from 56.7 µM), hits mostly cytotoxic. 0.49% of 400,000 active; note: potency is the fitted concentration of half-maximal effect; nearly all actives have a fitted effect of over 40% in size
KB-V1 cytotox: kills drug-selected multidrug resistant KB-V1 cells; Potency, µM (top dose mostly 46.1 µM), inactives show top-dose activity change, negative = cytotoxicity, actives largely listed as cytotoxic; 3.4% of 400,000 active; KB-V1 MDR cells viability, CellTiter-Glo, 72 h; AID 1347076; note: potency is the fitted concentration of half-maximal effect; % is set by controls: 0 for no effect and ±100 for the full control effect; nearly all actives have a fitted effect of over 60% in size
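KB-V1 cells (P-gp-expressing MDR subline of KB-3-1) in phenol-red-free DMEM with 10% FBS were exposed to library compounds over a concentration series for 72 h at 37 degrees C. Viability read by CellTiter-Glo luminescence; concentration-effect curves fitted after normalization.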
ATXN2 expr inh: reduces ATXN2 reporter expression in HEK-293 cells | Potency, µM (highest dose often 57 µM), for the others: top-dose activity change, negative = inhibition, usual class: inhibitors | HEK-293 ATXN2-luciferase reporter, luminescence, 24 h | 0.72% of 360,000 active | AID 1745845; note: potency is the fitted concentration of half-maximal effect; % is set by controls: 0 for no effect and ±100 for the full control effect; nearly all actives have a fitted effect of over 55% in size
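qHTS (up to 57 uM final) was run with 24 h compound exposure of reporter cells at 37 °C. Each well was multiplexed: SteadyGlo luminescence measured ATXN2-luciferase expression after a fluorogenic Gly-Phe-AFC viability readout (25 uM final).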
KB-3-1 tox: kills parental KB-3-1 adenocarcinoma cells. KB-3-1 viability, CellTiter-Glo ATP luminescence, 72 h. Potency, µM (doses to about 46.1 µM), inactives show at the highest dose activity change, negative = cytotoxic, hits mostly cytotoxic. 1.4% of 400,000 active. AID 1347075; note: potency is the fitted concentration of half-maximal effect; % is set by controls: 0 for no effect and ±100 for the full control effect; nearly all actives have a fitted effect of over 60% in size
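Screening of KB-3-1 cells (DMEM, 10% FBS, phenol-red free) ran from lowest to highest compound concentration; after 72 h at 37 °C viability was read luminescently and curves fitted.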
HT1080 IDH1KD tx: toxicity to HT-1080 IDH1 knockdown cells (counter line). HT-1080 IDH1 knockdown viability, ATP luminescence, 48 h. Potency, µM (series often up to 46.1 µM), inactives show top-dose activity, negative = toxicity, actives largely listed as cytotoxic. 2% of 360,000 active. AID 686971;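 note: potency is the fitted concentration of half-maximal effect; 0% = DMSO wells and -100% = cell-free medium wells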
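IDH1KD HT-1080 cells, 750/well, RPMI + 5% FBS; compound pinned after 2 h settling; 48 h, 37 °C; CellTiter-Glo luminescence; % activity normalised to DMSO and no-cell wells; curves fitted, classed by r2 and efficacy.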
SW480 rereplic: inducers of DNA re-replication in SW480 colon cancer cells | 1.8% of 340,000 active | SW480 DNA re-replication, Hoechst DNA content imaging, 48 h | Potency, µM (titrated, usually from 46.1 µM), for the others: at the top dose re-replication activation, most hits filed as activators | AID 624297; note: potency is the fitted concentration of half-maximal effect; % of control where 0% means no effect; nearly all actives have a fitted effect of over 55% in size
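250 cells/well; 23 nL cpd via pin tool; 48 hr, 37 C, 5% CO2; Hoechst 40 min; imager read of total nuclear intensity, ex 405/em 500-530 nm.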
Numbers without * were called inactive; i = inactive; u = inconclusive; x = not tested or not shown; & = joins results of further samples; [ ] = another dose, or the depositor's remark. Unless noted, calls come from the whole dose curve; as a rule, active = well fitted curve in the direction sought with a large enough effect; inconclusive = small, poorly fitted or top-dose-only effect, or another doubt; inactive = no such curve, though single readings can be large; an effect the other way counts as inactive or inconclusive.

1) O=C1COc2ccc(C(=O)COC(=O)C3CCN(S(=O)(=O)c4cccs4)CC3)cc2N1
2) COc1cccc(NC(=O)[C@@H]2CCCN2S(=O)(=O)c2cccc3cccnc23)c1
3) COc1ccc(C(=O)NCC(C)NC(=O)c2ccc(OC)c(OC)c2)cc1OC (configuration not stated)
4) CC1(NCc2ccc(Cl)cc2)COP(=O)(NCc2ccccc2)OC1 (configuration not stated)
5) CCC(=O)N1c2ccc(S(=O)(=O)NCc3ccc(F)cc3)cc2CC1C (configuration not stated)
6) COc1cc(C(=O)Nc2ccc(O)cc2)ccc1OC(C)=O
7) O=C1CCCN1CC1CCCN(Cc2nc(COc3ccccc3)no2)C1 (configuration not stated)
8) O=C(CN1CCN(c2ccccc2)CC1)Nc1cccc([N+](=O)[O-])c1
9) Cc1noc(Cn2c(=O)c3cc4c(cc3n(CC(=O)Nc3ccccc3Br)c2=O)OCO4)n1
10) COc1cc(OC)cc(C(=O)NC(=S)Nc2nc(-c3cc4ccccc4o3)cs2)c1

Compound	1	2	3	4	5	6	7	8	9	10
MCF10A rerep	1%	10%	-2%	1%	x	0%	1%	25%	x	0%
IL1B secr inh	21	37	-5	1	x	28	43	8	x	22
HT1080-NT tox	9%	-7%	2%	8%	x	-9%	2%	-14%	x	-14%
S2 tox	i	i	i	i	i	i	i	i	i	i
KB-V1 cytotox	9%	u	u	7%	0%	3%	-10%	-7%	5%	14%
ATXN2 expr inh	2%	-19%	-5%	-22%	-10%	u	-1%	0%	-11%	2%
KB-3-1 tox	0%	0%	-5%	-1%	u	1%	3%	6%	11%	1%
HT1080 IDH1KD tx	8%	-4%	8%	10%	x	-9%	6%	10%	x	-1%
SW480 rereplic	12%	5%	-2%	-4%	x	-3%	-10%	5%	x	-24%

11) CCC(C)(C)NC(=O)COc1ccc(OCc2ccccc2)cc1
12) COc1ccc(CCNC(=O)C2CC(=O)N(CCc3ccc(C)cc3)C2)cc1OC (configuration not stated)
13) O=S(=O)(c1ccccc1)N1CCC(n2nnc3cc(F)ccc32)CC1
14) CCOc1nc(C)ccc1-c1noc(-c2ccccn2)n1
15) CC12CCC(C(=O)N3CCN(C(c4ccccc4)c4ccccc4)CC3)(OC1=O)C2(C)C (configuration not stated)
16) Cc1nnc(SCc2ccc(CC(=O)O)cc2)o1
17) CN(C1CCCC1)C1CCN(C(=O)CNC(=O)/C=C/c2cccc(C(F)(F)F)c2)CC1
18) COc1cc(/C=N/N2C(C)CCCC2C)cc(OC)c1O (configuration not stated)
19) CC1(C)Nc2ccccc2N(Cc2ccc([N+](=O)[O-])cc2)C1=O
20) CC(O)[C@H]1CC[C@H]2[C@@H]3CC[C@H]4C[C@H](O)CC[C@]4(C)[C@H]3[C@H](O)C[C@]12C (some centres not stated)

Compound	11	12	13	14	15	16	17	18	19	20
MCF10A rerep	2%	0%	-5%	-8%	u	0%	12%	3%	4%	-9%
IL1B secr inh	14	-8	-5	-51*	1	0	-5	15	-4	-1
HT1080-NT tox	4%	2%	-26%	17%	4%	12%	-6%	10%	-11%	5%
S2 tox	i	i	i	i	i	i	i	u	i	i
KB-V1 cytotox	-1%	0%	u	-4%	-20%	15%	4%	2%	-3%	4%
ATXN2 expr inh	-31%	-14%	-12%	8%	-19%	-3%	x	x	3%	2%
KB-3-1 tox	-1%	15%	-3%	1%	0%	-10%	-4%	2%	-8%	-15%
HT1080 IDH1KD tx	15%	0%	-27%	6%	-16%	10%	-13%	10%	-17%	9%
SW480 rereplic	-6%	0%	-3%	-9%	u	-2%	3%	-12%	-93%[inhibitor]	-7%

21) CC(=O)Nc1cccc(NC(=O)CSc2nc(C)c(C)c(C)c2C#N)c1
22) C[n+]1ccccc1/C=C/c1cc(Br)ccc1O
23) Cn1c(CC(=O)Nc2cccc(Cl)c2Cl)nnc1SCC(=O)NC1=NCCS1
24) CCc1ccccc1NC(=O)C1CCN(C(=O)N2CCOc3ccccc32)CC1
25) Cc1ccc(C(=O)NC(=S)Nc2ccccc2N2CCCC2)cc1[N+](=O)[O-]
26) O=C(CN1C(=O)C2C3C=CC(C3)C2C1=O)Nc1cccc(S(=O)(=O)N2CCCC2)c1 (configuration not stated)
27) CC(C)c1ccccc1NC(=O)CSc1nnc(COc2ccccc2Cl)o1
28) OC(CN1CCOCC1)CN1CCOCC1
29) O=S(=O)(c1ccccc1)N1CCN(c2ccccc2)CC1
30) CC(C)CN(C(=O)COC(=O)CCCc1nc2ccccc2s1)c1c(N)n(Cc2ccccc2)c(=O)[nH]c1=O

Compound	21	22	23	24	25	26	27	28	29	30
MCF10A rerep	6%	15%	0%	9%	2.6µM*	5%	x	-3%	2%	17%
IL1B secr inh	0	19	-6	9	-19	0	x	18	-5	-9
HT1080-NT tox	0%	-4%	26%	8%	-18%	3%	x	4%	-5%	5%
S2 tox	i	i	i	i	i	i	i	i	i	i
KB-V1 cytotox	u	0%	1%	-6%	-1%	u	-19%	1%&16%	0%&-3%	-3%
ATXN2 expr inh	-28%	1%	-21%	-15%	-11%	8%	-4%	2%	x	-4%
KB-3-1 tox	-6%	u	4%	-29%	-12%	-3%	-11%	-13%&0%	17%&-4%	2%
HT1080 IDH1KD tx	1%	-8%	22%	-2%	-25%	-6%	x	9%	-2%	2%
SW480 rereplic	24%	-7%	-1%	-6%	0%	-5%	x	-1%	-12%	-4%

31) CCCCC1(c2ccc(F)cc2)NC(=O)N(CC(=O)N2CCN(C(=O)c3ccco3)CC2)C1=O (configuration not stated)
32) C/C(Cc1ccccc1)=N\NC(=O)CNC(=O)c1ccccc1F
33) O=[N+]([O-])c1ccccc1N/N=C/c1c[nH]c2ccccc12
34) Clc1ccc(C[n+]2cc(-c3ccccc3)n3c2CCC3)cc1Cl
35) Cc1cccc(OCC(=O)NCC(=O)N/N=C/c2cc(Br)cc(Br)c2O)c1
36) O=C1c2oc3ccc(F)cc3c(=O)c2C(c2cccc(O)c2)N1CCCN1CCOCC1 (configuration not stated)
37) COc1ccc(CNC(=O)Nc2nnc([C@H]3C[C@H](O)[C@@H](CO)O3)s2)cc1
38) N#Cc1ccc(C2CC(OCCF)=CC(=O)O2)cc1 (configuration not stated)
39) CCN(CC)C(=O)c1cn(CCC#N)nc1-c1ccc2c(c1)OCCO2
40) COc1ccc(-n2nc(C(=O)NCC(=O)N3CCOCC3)c3ccccc3c2=O)cc1Cl

Compound	31	32	33	34	35	36	37	38	39	40
MCF10A rerep	3%	0%	18%	2%	u	7%	x	x	0%	-7%
IL1B secr inh	17	-5	-21	-67*	97	2	17	2	3	7
HT1080-NT tox	1%	7%	u	u	u	0%	0%	4%	15%	-1%
S2 tox	i	i	u	i	i	i	i	x	i	i
KB-V1 cytotox	x	0%	-12%	7%	-19%	5%	6%	4%	28%	u
ATXN2 expr inh	11%	13%	73%[activator]	-1%	14µM*	-1%	7%	x	0%	14%
KB-3-1 tox	x	1%	-13%	u	u	-4%	0%	15%	-4%	0%
HT1080 IDH1KD tx	7%	13%	u	u	u	0%	1%	7%	-14%	-12%
SW480 rereplic	-5%	-19%	-6%[9.22 µM]	2%	u	-1%	x	x	-4%	-17%

3 structures from above, ordered by length of the SMILES, high to low.
31) CCCCC1(c2ccc(F)cc2)NC(=O)N(CC(=O)N2CCN(C(=O)c3ccco3)CC2)C1=O (configuration not stated)
37) COc1ccc(CNC(=O)Nc2nnc([C@H]3C[C@H](O)[C@@H](CO)O3)s2)cc1
38) N#Cc1ccc(C2CC(OCCF)=CC(=O)O2)cc1 (configuration not stated)

Compound	31	37	38
MCF10A rerep	3%	x	x
IL1B secr inh	17	17	2
HT1080-NT tox	1%	0%	4%
S2 tox	i	i	x
KB-V1 cytotox	x	6%	4%
ATXN2 expr inh	11%	7%	x
KB-3-1 tox	x	0%	15%
HT1080 IDH1KD tx	7%	1%	7%
SW480 rereplic	-5%	x	x

Next results follow:
41) COc1cccc(C(=O)Nc2sc3c(c2C#N)CCN(C(C)=O)C3)c1
42) COc1cccc(N2CCN(c3ccc4nnc(CCC(=O)N5CCN(C)CC5)n4n3)CC2)c1
43) O=C(N/N=C/c1c[nH]c2ccccc12)c1ccc(O)c(O)c1
44) Cc1ccc(/C=C/c2onc(C)c2S(=O)(=O)N2CCC(C(=O)N3CCN(c4cccc(C)c4)C(C)C3)CC2)cc1 (configuration not stated)
45) CCOCCCNC(=O)C(NC(=O)c1ccc(=O)[nH]c1)c1ccc(C)cc1 (configuration not stated)
46) O=C(CSCC(=O)N1CCCCC1)Nc1nc(-c2ccccc2)c(-c2ccccc2)s1
47) CCOC(=O)c1ccc(N2C(=O)c3n[nH]c(-c4cccs4)c3C2c2cccc(OC)c2)cc1 (configuration not stated)
48) Cc1cc(NC(=O)CS(=O)(=O)c2ccc(Cl)cc2)no1
49) NC(=O)c1cnn(-c2ccc3ccccc3c2)c1N
50) Oc1ccc(/C=N/Nc2cccc(Cl)n2)c(O)c1
51) c1coc(C2=Nc3cccc4cccc(c34)N2)c1

Compound	41	42	43	44	45	46	47	48	49	50	51
MCF10A rerep	4.6µM*	-3%	2%	x	1%	u	x	-6%	9%	8%	-4%
IL1B secr inh	71	6	22	x	-6	22	x	-4	21	u	u
HT1080-NT tox	2.6µM*	9%	3%	x	15%	-29%	x	14%	1%	0%	-6%
S2 tox	u	i	i	i	i	u	u	i	i	u	i
KB-V1 cytotox	u	24%	3%	0%	u	u	0%	-2%	-10%	4%	5%
ATXN2 expr inh	x	x	-7%	-2%	4%	u	u	x	33%[activator]	x	-32%
KB-3-1 tox	5.2µM*	-1%	7%	-7%	5%	u	u	1%	26%	-2%	-5%
HT1080 IDH1KD tx	2.9µM*	7%	8%	x	0%	u	x	10%	4%	-9%	-2%
SW480 rereplic	4.6µM*	-8%	-7%	x	-12%	2%	x	9%	-2%	6%	-11%

Assay outcomes from PubChem BioAssay.
